LYP phosphatase: inhibitors of LYP phosphatase, biochemical, fluorescence intensity, uHTS (AID 1779); inhibition, % at 11.5 µM, or IC50 in µM where a hit was titrated; Tyrosine-protein phosphatase non-receptor type 22 (Homo sapiens); recombinant LYP phosphatase, fluorescence intensity; higher % means a stronger effect; hit rate 0.054% among 290,000; in the data active = inhibition above about 50%;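 also: plate controls were vehicle with enzyme for no effect and no enzyme for full effect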
GPR55 activation: GPR55 agonists via beta-arrestin recruitment, primary screen, imaging, U2OS cells, beta-arrestin-GFP redistribution (AID 1961) | activation, % at 10 µM; hits with a dose series show EC50 in µM | hit rate 0.048% among 290,000 | U2OS GPR55 beta-arrestin-GFP redistribution imaging; higher % means a stronger effect;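 active = activation above 40% with more than 50 cells counted in the well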;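 also: U2OS osteosarcoma cells stably expressing GPR55 and beta-arrestin-GFP; plate controls were DMSO negative control for no effect and LPI positive control for full effect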
Hep lipid drop: inhibitors of hepatocyte lipid droplet formation, primary screen, imaging, high-throughput imaging, BODIPY stain | AML12 mouse hepatocytes, oleate lipid droplets | inhibition, % at 6.5 µM | hit rate 0.4% among 240,000;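 active = lipid droplet intensity inhibited by at least 50%, with more than 500 cells counted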
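Material – AML12 mouse liver cells · Also added – oleate loading, 100 µM · Compound dosing – 6.5 µM single-point dosing · Times – overnight treatment with compound plus oleate · Measured by – fluorescence imaging, 20x objective, two fields per well · Read-out – percent inhibition of filter-corrected integrated lipid droplet intensity per well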
SV40 large T antigen: SV40 large T antigen inhibitors, biochemical (AID 1903) | SV40 large T antigen ATPase/helicase inhibition assay; higher % means a stronger effect | inhibition, % at 20 µM; hits with a dose series show IC50 in µM | hit rate 0.39% among 310,000; in the data active = a potency from the dose series; also: strong numbers were not always called active
GPR35 arrestin U2OS: GPR35 antagonists blocking zaprinast-driven arrestin recruitment, primary screen, imaging, U2OS, beta-arrestin-GFP, zaprinast agonist (AID 2058) | G-protein coupled receptor 35 (Homo sapiens) | hit rate 0.052% among 290,000 | inhibition, % at 10 µM, or IC50 in µM where a hit was titrated | U2OS GPR35 beta-arrestin-GFP translocation imaging, zaprinast antagonism; higher % means a stronger effect;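 active = inhibition of at least 50% with at least 30 cells and total cytoplasm GFP at most 10,000,000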
MgcRacGAP inhibition: MgcRacGAP GTPase-activating activity inhibitors, confirmation, biochemical, ADP Hunter fluorescence; inhibition, % at 30 µM, or IC50 in µM where a hit was titrated; MgcRacGAP-stimulated Rac1 GTP hydrolysis, ADP Hunter fluorescence; higher % means a stronger effect; GST-tagged Rac1 F28L mutant substrate; hit rate 0.6% among 340,000;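 active = first-screen hits whose inhibition reached a set limit at any dose in the follow-up dose series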;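 also: fluorescence reports GDP produced by GAP-driven GTP hydrolysis; strong numbers were not always called active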
T cell modulator: modulators of CD8 T cell-vesicle binding, primary screen, mouse 2C CD8+ T cells, flow cytometry; 2C CD8+ T cell-vesicle binding; active compounds read low; calls only at 7 µM; hit rate 0.068% among 330,000; AID 2052, 2009;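 active = response, share of CD8 T cells binding vesicles, and their 90th percentile fluorescence all below set limits, cut at about 80% in these data, passing the limit was not always enough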
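Also added: QL9-peptide-loaded Drosophila micro-vesicles bearing Ld, ICAM-1 and B7-1; Test system: purified 2C TCR transgenic mouse naive CD8+ T cells; Measured by: cytometric PE anti-B7-1 and Alexa647 anti-CD8 signals after 1% paraformaldehyde fixation; Timing: binding step 1.5 h, 37 °C, antibody labelling 20 min, ice.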
NTR1 agonist: agonists of NTR1, primary screen, imaging, U2OS cells, beta-arrestin-GFP, high content (AID 493036); Neurotensin receptor type 1 (Homo sapiens), P30989; NTR1-U2OS beta-arrestin-GFP spot imaging, agonist mode; activation, % at 20 µM; hit rate 0.17% among 330,000;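 active = activation at or above 40% of the spot to cytoplasm intensity ratio, with at least 20 cells analyzed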;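 also: 0% = DMSO without peptide and 100% = 100 nM NTR1 peptide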
Target sequence (P30989 whole entry, looked up): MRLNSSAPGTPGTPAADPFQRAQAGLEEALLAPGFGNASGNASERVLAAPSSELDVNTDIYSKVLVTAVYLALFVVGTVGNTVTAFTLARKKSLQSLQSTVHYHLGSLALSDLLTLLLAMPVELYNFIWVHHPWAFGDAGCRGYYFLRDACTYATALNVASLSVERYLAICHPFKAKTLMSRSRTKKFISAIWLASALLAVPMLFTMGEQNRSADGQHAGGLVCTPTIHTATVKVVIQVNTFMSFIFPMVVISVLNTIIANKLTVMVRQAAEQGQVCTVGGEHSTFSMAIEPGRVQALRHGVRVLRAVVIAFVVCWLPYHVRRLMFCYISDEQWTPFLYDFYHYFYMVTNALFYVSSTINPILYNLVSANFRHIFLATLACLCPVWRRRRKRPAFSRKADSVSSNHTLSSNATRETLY
GPR55 antagonists: GPR55 antagonists blocking LPI-driven arrestin recruitment, primary screen, imaging, U2OS, beta-arrestin-GFP, LPI agonist (AID 2013); hit rate 0.13% among 290,000; inhibition, % at 10 µM, or IC50 in µM where a hit was titrated; U2OS GPR55 beta-arrestin-GFP translocation imaging, LPI antagonism; higher % means a stronger effect;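 active = spots per cell inhibited over 60%, with over 100 cells counted and total cytoplasm intensity under 500,000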;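 also: U2OS cells stably carrying GPR55 and arrestin-GFP stimulated by 5 µM LPI near EC80; imaged beta-arrestin-GFP aggregate spots per cell after agonist stimulation; plate controls were LPI-stimulated DMSO wells for no effect and DMSO wells without LPI for full effect; some results filed as inactive read as strong as hits; confirmed hits need IC50 under 10 µM and bright autofluorescent wells are also inconclusive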
Hep lipid drop cells 6.5 µM: further read-out of Hep lipid drop, marked with its call; cell count; measured here: cell count, cytotoxicity flag;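 cells counted across two imaged fields per well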
T cell modulator vesicle-bound %: also measured in T cell modulator; calls as there; double positive events, %; measured here: CD8+ vesicle-bound cell fraction;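 binding gate set so that unloaded-vesicle control wells show 10% double positive cells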
NTR1 agonist cell count 20 µM: further read-out of NTR1 agonist, marked with its call; cell count; measured here: cell count, cytotoxicity flag
* hit, by the source's call; i = inactive; nt = no result given. Hits appear at their usual frequency (roughly 1.8% active in at least one column).

no.	structure	LYP phosphatase	GPR55 activation	Hep lipid drop	Hep lipid drop cells 6.5 µM	SV40 large T antigen	GPR35 arrestin U2OS	MgcRacGAP inhibition	T cell modulator	T cell modulator vesicle-bound %	NTR1 agonist	NTR1 agonist cell count 20 µM	GPR55 antagonists
1	c1cncc(CNCc2ccco2)c1	-8%	0.8%	4	684	1%	0%	12%	i	16	nt	nt	-5%
2	Cn1c(=O)c2cc(S(=O)(=O)NCCC(=O)Nc3ccc(F)cc3F)ccc2n(C)c1=O	-8%	-0.2%	3	627	3%	-6%	8%	i	38	-0.3	50	8%
3	O=C(COc1ccc(F)c(Cl)c1)c1ccc[nH]1	-1%	-0.1%	nt	nt	6%	3%	9%	i	42	-2.6	20	-4%
4	COc1ccc(Cc2nnc(SCC(=O)N3CCc4ccccc4C3)o2)cc1	-3%	-0.2%	nt	nt	3%	1%	2%	i	19	0.3	55	-3%
5	CCOc1ccc(N(C)S(=O)(=O)c2cc(-c3cc(C)no3)ccc2C)cc1	-10%	-0.2%	-17	643	8%	-9%	5%	i	62	8.3	75	-7%
6	O=C(Nc1ccc(F)cc1)c1cccc(NC(=O)C2C3CC4OC(=O)C2C4C3)c1 (stereo not given)	-5%	-0.1%	nt	nt	14%	2%	10%	i	49	-1.7	89	7%
7	CC(OC(=O)CCN=C1NS(=O)(=O)c2ccccc21)C(=O)N(C)c1ccccc1 (stereo not given)	nt	nt	nt	nt	14%	nt	9%	i	26	0.6	67	nt
8	CC(=O)NNc1nc(-c2ccccc2)c2cc(Br)ccc2n1	-4%	0.0%	2	651	8%	-11%	10%	i	38	5.2	67	-2%
9	CCOC(=O)N/N=C\c1ccc(-c2cccc(C(F)(F)F)c2)o1	10%	0.0%	-14	690	9%	-11%	8%	i	39	3.0	90	9%
10	CC(C)CCNC(=O)CN(Cc1ccccc1)C(=O)CCC(=O)Nc1ccccn1	-14%	0.2%	-1	707	6%	-1%	8%	i	18	0.4	45	12%
11	COc1ccc(C2CC(c3cccs3)=NN2c2nc(-c3ccccc3)cs2)cc1OC (stereo not given)	3%	0.2%	9	650	4%	-8%	12%	i	18	0.5	51	8%
12	Cc1ccc(S(=O)(=O)N(C)C)cc1NC(=O)CSc1nc2ccccc2c(=O)n1CC1CCCO1 (stereo not given)	-5%	-0.1%	1	844	24%	-2%	6%	i	23	-0.5	60	8%
13	O=C(CSc1nnc(-c2ccco2)o1)c1ccc(F)c(F)c1	-10%	0.0%	nt	nt	3%	-12%	6%	i	24	-1.4	100	-4%
14	CCCCN1C(=O)c2ccc(C(=O)NCCN3C(=O)S/C(=C\c4cccnc4)C3=O)cc2C1=O	-5%	0.0%	4	707	-5%	0%	6%	i	43	3.2	63	2%
15	COc1ccc([C@@H]2[C@@H]3C(=O)N(C(C)(C)C)C(=O)[C@@H]3[C@]3(Cc4ccccc4)C(=O)N(c4ccc(C(F)(F)F)cc4)C(=O)N23)cc1	-1%	-0.1%	0	828	9%	-11%	6%	i	27	6.8	71	-10%
16	COc1cccc(CN2CC(C(=O)NCc3cccc(N4CCCC4)c3)CCC2=O)c1 (stereo not given)	-10%	-0.1%	-7	710	5%	8%	0%	i	13	0.9	52	-3%
17	COc1ccc2cc(C)c3nnc(SCC(=O)Nc4cc(OC)c(OC)cc4C(=O)O)n3c2c1	-4%	0.5%	-4	636	7%	-9%	13%	i	38	1.5	17	9%
18	COC(=O)CCSc1cc(NCCOC(C)=O)c([N+](=O)[O-])c2nonc12	-7%	0.1%	-3	653	13%	0%	5%	i	45	3.6	44	3%
19	CC(=O)Nc1ccc(-c2nc(C)c(C(C)=O)n2O)cc1	1%	0.2%	0	731	2%	-14%	4%	i	20	0.0	52	-8%
20	COc1ccc(S(=O)(=O)N2CCCc3ccccc32)cc1[N+](=O)[O-]	3%	-0.1%	2	401	6%	-7%	6%	i	22	1.2	93	-2%

Given field by field: entries from further up
3) O=C(COc1ccc(F)c(Cl)c1)c1ccc[nH]1
  LYP phosphatase = -1%; GPR55 activation = -0.1%; Hep lipid drop = nt; Hep lipid drop cells 6.5 µM = nt; SV40 large T antigen = 6%; GPR35 arrestin U2OS = 3%; MgcRacGAP inhibition = 9%; T cell modulator = i; T cell modulator vesicle-bound % = 42; NTR1 agonist = -2.6; NTR1 agonist cell count 20 µM = 20; GPR55 antagonists = -4%
4) COc1ccc(Cc2nnc(SCC(=O)N3CCc4ccccc4C3)o2)cc1
  LYP phosphatase = -3%; GPR55 activation = -0.2%; Hep lipid drop = nt; Hep lipid drop cells 6.5 µM = nt; SV40 large T antigen = 3%; GPR35 arrestin U2OS = 1%; MgcRacGAP inhibition = 2%; T cell modulator = i; T cell modulator vesicle-bound % = 19; NTR1 agonist = 0.3; NTR1 agonist cell count 20 µM = 55; GPR55 antagonists = -3%

Other entries
no.	structure	LYP phosphatase	GPR55 activation	Hep lipid drop	Hep lipid drop cells 6.5 µM	SV40 large T antigen	GPR35 arrestin U2OS	MgcRacGAP inhibition	T cell modulator	T cell modulator vesicle-bound %	NTR1 agonist	NTR1 agonist cell count 20 µM	GPR55 antagonists
21	CCOc1cccc(C2c3c(oc4cc(C)c(C)cc4c3=O)C(=O)N2CCCN(C)C)c1 (stereo not given)	-4%	0.6%	nt	nt	-3%	6%	nt	nt	nt	nt	nt	-5%
22	Cc1ccc(NC(=O)c2ccn(C)n2)c(Br)c1	-1%	-0.4%	0	699	1%	12%	5%	i	43	-1.0	77	0%
23	O=C(N/N=C/c1ccccc1)C1CCCN1C(=O)c1cc([N+](=O)[O-])cc([N+](=O)[O-])c1 (stereo not given)	-5%	-0.1%	-10	618	14%	-8%	8%	i	21	0.2	50	7%
24	CCc1ccc2oc(C(=O)Nc3nonc3C)c(C)c2c1	-11%	-0.2%	10	781	9%	8%	-9%	i	39	0.2	66	5%
25	COc1cc(-n2c(C)nc3cc(C(=O)NCC4CCCO4)ccc32)cc(OC)c1OC (stereo not given)	-11%	0.8%	-2	739	2%	19%	11%	i	37	-1.5	66	2%
26	O=C(Nc1ccn(Cc2c(F)c(F)cc(F)c2F)n1)c1ccc(COc2ccccc2Cl)cc1	4%	0.0%	nt	nt	5%	-11%	2%	i	47	1.0	85	12%
27	c1ccc(-c2nn3c(Cn4nnc5ccccc54)nnc3s2)nc1	0%	0.8%	-3	715	8%	-1%	3%	i	14	-0.4	86	2%
28	O=C(N/N=C/c1ccc(O)cc1)c1ccc(COc2cc(Cl)ccc2Cl)o1	-1%	-0.1%	nt	nt	12%	1%	11%	i	36	12	48	9%
29	CCOC(=O)Cc1csc(NC(=O)CCN2C(=O)c3cccc([N+](=O)[O-])c3C2=O)n1	-11%	-0.2%	-33	665	2%	2%	2%	i	51	-0.9	55	2%
30	CCCc1cnc(N2CCN(C(=O)c3c(-c4ccccc4)noc3C)CC2)nc1	-6%	0.3%	-2	730	12%	-2%	6%	i	11	1.5	39	-5%
31	COc1ccc(CCNC(=O)c2ccc3nc(N4CCCCC4)sc3c2)cc1OC	-3%	0.7%	-2	709	nt	3%	21%	i	16	4.6	47	-1%
32	CC(C)N1CN(c2ccccc2)C(=S)N(c2ccccc2)C1	-8%	-0.1%	2	786	39%	-2%	1%	i	28	0.7	41	14%
33	COc1ccccc1NC(=O)C(=O)c1cn(CC(=O)N2CCOCC2)c2ccccc12	-8%	0.0%	8	665	3%	1%	6%	i	13	-0.5	46	-4%
34	NC(=S)N/N=C/c1ccc(/C=N/NC(N)=S)cc1	3%	0.5%	-1	732	-3%	6%	2%	i	27	0.5	56	1%
35	CCCNC(=O)c1[nH]c(C)c(C(C)=O)c1C	2%	-0.2%	-9	800	11%	-8%	-2%	i	47	-0.2	55	9%
36	CN(C)NC(=S)Nc1ccc2nc(-c3ccccn3)c(-c3ccccn3)nc2c1	0%	0.3%	5	623	2%	4%	5%	i	36	-1.7	70	14%
37	CCOC(=O)c1c(CN2CCOCC2)n(-c2ccccc2)c2cc(Br)c(O)c(CN(C)C)c12	3%	-0.1%	nt	nt	6%	-4%	18%	i	40	0.5	41	11%
38	CC(C)NC1=C(Cl)C(=O)c2ccccc2C1=O	-9%	0.0%	-3	734	25%	21%	0%	i	34	-0.7	51	-3%
39	O=C(/C=C/c1ccco1)N(Cc1ccccc1)C1CCS(=O)(=O)C1 (stereo not given)	1%	0.4%	6	781	18%	-14%	3%	i	25	-0.2	42	-2%
40	COc1cc(NC(=O)COc2cc(C)cc3oc(=O)c(C)c(C)c23)cc(OC)c1OC	-13%	-0.2%	-24	673	17%	14%	4%	i	15	0.8	72	18%
41	Cc1ccc(NC(=O)c2ccc(NCCCN3CCC(C)CC3)c([N+](=O)[O-])c2)c(C)c1	-4%	0.3%	-47	670	9%	4%	6%	i	43	-1.5	67	10%
42	N#C/C(=N\Nc1c(Cl)cccc1Cl)C(=O)NN	-9%	0.0%	-14	681	15%	-3%	-2%	i	58	6.5	61	-6%
43	CCOC(=O)c1c(-c2ccccc2)oc2ccc(O)c(CN3CCOCC3)c12	-5%	-0.2%	-24	728	16%	8%	12%	i	25	2.3	49	34%
44	Cc1ccc(CNc2nc(N)c([N+](=O)[O-])c(Nc3cccc(F)c3)n2)cc1	-3%	-0.1%	-36	782	1%	-8%	8%	i	36	2.6	76	7%

Source: PubChem (several laboratories)
